Calb biofilm kill: clotrimazole potentiators killing Candida biofilms, primary screen, with clotrimazole, Alamar Blue; AID 834, 2007; C. albicans biofilm + clotrimazole; inhibition, % at 6 µM; 85,000 tested, 0.14% active;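 active = inhibition above 20%; inactive = inhibition below 20%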;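 note: preformed 24 hr biofilms exposed to compound for 48 hr; 0% = biofilm without compound and 100% = blank killed by clotrimazole plus chlorhexidine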
sEH activator: soluble epoxide hydrolase activators, primary screen, biochemical, human sEH; 91,000 tested, 0.04% active; AID 717, 2007; activation, % at 2 µM; Bifunctional epoxide hydrolase 2 (Homo sapiens), P34913; purified human sEH enzymatic activity, activator screen; in the data active = activation above about 37%; note: values of inactives mirror those of a sister screen read the other way
TNFa cytotox: cytotoxicity in TNFa-stimulated HUVEC, primary screen, cytotoxicity control for VCAM1 expression modulator project, imaging, Hoechst nuclei count; HUVEC TNFalpha-stimulated, Hoechst cell count; cell count reduction, % at 2 µM; 93,000 tested, 0.17% active; AID 848, 2007;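 active = cell count reduction exceeding the screen mean by over 5 SD, scaled to untreated wells per plate, cut at about 78% in these data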;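 note: cells counted after 24 h of TNF alpha exposure following the 1 h pretreatment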
Smad3 inh: Smad3/FoxH1 peptide binding inhibitors, primary screen, biochemical, TR-FRET | Mothers against decapentaplegic homolog 3 (Homo sapiens), P84022 | TR-FRET Smad3/Dy647-FoxH1 peptide binding, europium anti-His | inhibition, % at 25 µM | 88,000 tested, 0.29% active | AID 630, 2007;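 active = compounds that reduce the energy-transfer binding signal between the protein and its labelled peptide by more than half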;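 note: 0% = Smad3 plus labelled peptide maximal FRET and 100% = peptide-only background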
Target sequence (P84022 whole entry, looked up): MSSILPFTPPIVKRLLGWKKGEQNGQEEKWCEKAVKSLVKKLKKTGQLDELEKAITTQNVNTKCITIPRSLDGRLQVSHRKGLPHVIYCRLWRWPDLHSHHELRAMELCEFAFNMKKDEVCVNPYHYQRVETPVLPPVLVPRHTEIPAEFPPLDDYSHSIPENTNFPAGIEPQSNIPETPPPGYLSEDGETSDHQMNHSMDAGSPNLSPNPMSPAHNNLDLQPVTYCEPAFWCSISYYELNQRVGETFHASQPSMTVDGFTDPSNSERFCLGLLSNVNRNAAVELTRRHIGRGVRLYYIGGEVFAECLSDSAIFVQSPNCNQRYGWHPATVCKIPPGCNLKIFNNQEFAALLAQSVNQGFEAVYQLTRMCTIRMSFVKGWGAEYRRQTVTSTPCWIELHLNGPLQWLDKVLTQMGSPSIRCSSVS
cytoskel mod: modifiers of F-actin cytoskeleton organization, primary screen, imaging, HUVEC, phalloidin staining, high-content imaging; inhibition, % at 2 µM; 91,000 tested, 0.18% active; HUVEC TNFa F-actin phalloidin imaging; AID 836, 2007;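 active = inhibition above the batch mean plus 3 SD and confirmed as a hit by visual image inspection, cut at about 30% in these data, passing the limit was not always enough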; note: strong numbers were not always called active
HUVEC tox IL1B: cytotoxicity in IL-1B stimulated HUVEC, primary screen, cytotoxicity control for IL-1B NFkB translocation project, imaging, Hoechst nuclear count, IL-1B stimulus. 94,000 tested, 0.41% active. AID 845, 2007. HUVEC cell count loss. cell count reduction, % at 2 µM;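 active = cell count reduction more than 3 SD above the screen-wide mean, cut at about 70% in these data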;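 note: normalized per plate to untreated control cells as the no-loss baseline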
ERb coact inh: inhibitors of ERβ-SRC1 coactivator interaction, primary screen, biochemical, TR-FRET, ERβ LBD, SRC-1 peptide | Estrogen receptor beta (Homo sapiens), Q92731 | TR-FRET ER-beta LBD / SRC1-Cy5 peptide binding; receptor agonist-loaded with 1 µM estradiol | inhibition, % at 25.6 µM | 86,000 tested, 1.3% active | AID 633, 2007;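 active = compounds whose percent inhibition of the receptor-coactivator binding signal exceeds about 50% in the single-dose screen, limit read from the data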;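 note: 0% = receptor plus peptide wells without compound and 100% = peptide-only wells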
Target sequence (Q92731 whole entry, looked up, the tested form may be a part): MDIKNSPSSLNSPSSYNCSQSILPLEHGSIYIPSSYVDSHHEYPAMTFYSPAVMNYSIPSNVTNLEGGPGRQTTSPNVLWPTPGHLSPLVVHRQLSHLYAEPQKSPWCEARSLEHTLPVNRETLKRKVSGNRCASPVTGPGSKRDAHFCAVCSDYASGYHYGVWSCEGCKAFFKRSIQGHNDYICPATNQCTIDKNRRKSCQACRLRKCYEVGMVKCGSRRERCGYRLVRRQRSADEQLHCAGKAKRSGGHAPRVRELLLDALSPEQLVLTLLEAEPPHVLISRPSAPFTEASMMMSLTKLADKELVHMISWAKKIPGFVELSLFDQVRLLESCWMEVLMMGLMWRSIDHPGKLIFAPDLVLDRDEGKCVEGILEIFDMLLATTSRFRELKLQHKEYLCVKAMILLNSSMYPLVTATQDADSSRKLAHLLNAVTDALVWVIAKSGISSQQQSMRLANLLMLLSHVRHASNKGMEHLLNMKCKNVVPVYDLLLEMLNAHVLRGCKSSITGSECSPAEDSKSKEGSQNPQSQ
VCAM1 TNFa inh: inhibitors of TNFa-induced VCAM1 expression, primary screen, imaging, HUVEC, TNFa stimulus, immunofluorescence; HUVEC TNFa-induced VCAM-1 immunofluorescence, high-content imaging; inhibition, % at 2 µM; 95,000 tested, 0.48% active; AID 802, 2007;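 active = inhibition above the batch mean plus 3 SD, with images confirmed as a hit by eye, cut at about 37% in these data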;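 note: 0% = TNF-stimulated DMSO wells and 100% = unstimulated control wells; not every result past the cut was called active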
sEH inhibitor: soluble epoxide hydrolase inhibitors, primary screen, biochemical, human sEH; Bifunctional epoxide hydrolase 2 (Homo sapiens), P34913; recombinant human sEH enzymatic activity assay; inhibition, % at 2 µM; 91,000 tested, 0.34% active; in the data active = inhibition above about 80%; note: values of inactives mirror those of a sister screen read the other way; many of its hits are not listed in these tables
Numbers without * were called inactive; nt = not tested or not shown; [ ] = remark or other dose.

Each structure is followed by: sEH inhibitor	cytoskel mod	Smad3 inh	ERb coact inh	sEH activator	TNFa cytotox	Calb biofilm kill	VCAM1 TNFa inh	HUVEC tox IL1B
Cc1ccc(S(=O)(=O)c2c(C)nn(C(C)(C)C)c2OC(=O)c2cccs2)cc1
→ nt	10	6	1	nt	-22	5	10	-13
O=C(CCCN1C(=O)c2cccc3cccc(c23)C1=O)N1CCc2ccccc2C1
→ 7	7	34	-10	-7	-20	6	2	-12
CCCC(=O)Nc1ccc(Sc2ccc([N+](=O)[O-])cc2)cc1
→ 66	11	nt	nt	-66	-13	nt	2	26
CC(=O)c1cccc(S(=O)(=O)N2CCN(c3nc4cc(C)cc(C)c4cc3C#N)CC2)c1
→ -7	-4	-12	58*[fluorescence artefact?]	6	2	-7	6	-22
COc1ccc(NC(=O)C2CCCN2C(=O)NC2CCCCC2)cc1OC (stereo unspecified)
→ nt	22	4	0[fluorescence artefact?]	nt	-16	6	-1	-10
CCOc1ccccc1OCCOCCN1CC(C)OC(C)C1 (stereo unspecified)
→ -11	16	8	-10[fluorescence artefact?]	9	-10	0	21	11
COc1ccc2nc(SCC(=O)N3CCCCCC3)c(C#N)cc2c1
→ -3	6	3	9[fluorescence artefact?]	5	-18	-1	15	-4
O=C(O)c1cccc(S(=O)(=O)N2CCCC2)c1
→ 0	-23	-8	1	-2	-6	5	1	-3
CC(C)Sc1nc2ccccc2n1CC(N)=O
→ nt	8	-2	-3	nt	-20	4	21	nt
c1ccc2c(N3CCCCC3)nc(N3CCCCC3)nc2c1
→ -6	9	-4	7	10	-8	1	22	-40

Each structure is followed by: sEH inhibitor	cytoskel mod	Smad3 inh	ERb coact inh	sEH activator	TNFa cytotox	Calb biofilm kill	VCAM1 TNFa inh	HUVEC tox IL1B
Cc1cc(NCCO)c2ccccc2n1
→ -9	13	8	-7	9	-22	10	12	-19
O=C(CC(c1ccccc1)c1ccccc1)OCn1nnc2ccccc2c1=O
→ 10	11	nt	nt	-9	-10	nt	-5	-6
CCCNc1nc(Nc2ccc(C)cc2)nc(N2CCCC2)n1
→ -9	4	-3	1	12	-11	-2	16	4
Cn1c(SCC(=O)NCCNC(=O)CSc2nnc(C(F)(F)F)n2C)nnc1C(F)(F)F
→ 4	21	-6	-14	-3	-11	4	17	6
C=CCc1cccc(CNc2nc3ccccc3n2CC)c1O
→ 6	-10	7	-20	-8	-18	6	20	-15
Cc1ccc(N(C(C)C(=O)Nc2ccc(S(=O)(=O)N3CCOCC3)cc2)S(C)(=O)=O)cc1C (stereo unspecified)
→ 1	13	3	-4	-4	-10	3	-29	1
COc1c(Cl)cc(Cl)cc1CNCCNCCO
→ 5	-10	nt	nt	-3	1	nt	8	11
COc1ccc(NC(=O)C2CCC(C)(C(=O)O)C2(C)C)cc1 (stereo unspecified)
→ 14	-7	2	-5	-13	-9	5	4	-7
CC(C)(C)c1cc2cccnc2n1Cc1cccc(Cl)c1
→ -5	-8	nt	nt	8	-4	nt	7	-14
Cc1ccc(-c2cc(C(=O)Nc3cnn(C45CC6CC(CC(C6)C4)C5)c3)no2)cc1
→ 16	-9	8	0	-17	-7	3	-9	10

Each structure is followed by: sEH inhibitor	cytoskel mod	Smad3 inh	ERb coact inh	sEH activator	TNFa cytotox	Calb biofilm kill	VCAM1 TNFa inh	HUVEC tox IL1B
Cc1nc(C)c(C(=O)Nc2ccccc2-c2ccccc2)o1
→ -20	-18	3	35	16	16	3	-30	0
Cc1cc(=O)n(CCCO)c(O)c1C#N
→ 7	-13	4	4	-8	-37	7	5	-9
CCN1CCCC1CNC(=O)CCNC(=O)c1cc(OC)c(OC)c(OC)c1 (stereo unspecified)
→ 5	2	5	-5	-6	-25	4	9	11
Nn1c(Nc2ccccc2)nc2sc3c(c2c1=O)CCC3
→ nt	12	1	10	nt	-13	9	17	-13
COc1ccc(-c2cc(C(F)(F)F)nc(NCc3ccco3)n2)cc1OC
→ nt	17	-2	-6	nt	-36	8	1	-20
Cc1cc2c(=O)n(CC(=O)N3CCN(c4ccccc4)CC3)cnc2s1
→ -2	1	0	-17	5	-7	3	10	11
O=C(CCn1c(=O)oc2ccccc21)NCCN1CCc2ccccc2C1
→ 11	nt	6	-3	-12	nt	3	nt	-6
Cc1ccc2nc(-c3ccccc3)cc(C(=O)NCCCn3ccnc3)c2c1
→ 11	10	nt	nt	-8	-21	nt	-7	-35
Cc1ccc(C(=O)NCCCN2CCOCC2)o1
→ -1	nt	-7	-9	1	nt	6	nt	-11
CCCNS(=O)(=O)c1ccc(Oc2ncc(C(F)(F)F)cc2Cl)cc1
→ 28	-19	nt	nt	-26	-8	nt	3	-20

Each structure is followed by: sEH inhibitor	cytoskel mod	Smad3 inh	ERb coact inh	sEH activator	TNFa cytotox	Calb biofilm kill	VCAM1 TNFa inh	HUVEC tox IL1B
COC(=O)C1=C(C)N(CCc2ccc(OC)c(OC)c2)C(=O)C1
→ -7	-4	-9[fluorescence artefact?]	-6	9	-8	3	34	13
CC(C)N(CCNS(=O)(=O)c1ccc(Cl)cc1)C(C)C
→ -1	-8	nt	nt	0	-8	nt	-2	7
O=C(COc1ccc(Br)cc1)N1CCCCCC1
→ nt	51	7	-7[fluorescence artefact?]	nt	-19	-1	-5	-18
N#CCCCN1C(=O)C(O)(CC(=O)c2ccc3c(c2)OCCO3)c2ccccc21 (stereo unspecified)
→ 11	-2	-3	0	-7	4	2	29	-45
COc1cccc(Cn2nnc(C(=O)NCc3ccccc3Cl)c2N)c1
→ -5	6	-10	-12	6	-15	15	8	-8
COCCCNC(=O)CN(c1cc(OC)ccc1OC)S(=O)(=O)c1ccccc1
→ 20	-10	5	-19	-18	-10	0	-5	-15
CC(C)Cn1c(=O)c2c(c3ccccc31)OC(C)C(=O)N2 (stereo unspecified)
→ 2	10	nt	nt	0	-2	nt	19	2
CCC(=O)N1CCc2cc(S(=O)(=O)CCC(=O)NCc3ccc4c(c3)OCO4)ccc21
→ 69	-18	-4	-2[fluorescence artefact?]	-70	-17	7	1	-11
CCOC(=O)C(C)Oc1ccc2c(C)cc(=O)oc2c1C(C)=O (stereo unspecified)
→ 4	-10	-5	2	-4	-15	7	-10	-15
Cc1c(NC(=O)CSc2nnc(-c3ccco3)n2-c2ccccc2)c(=O)n(-c2ccccc2)n1C
→ -4	-2	5	28	6	-26	8	19	-19

Each structure is followed by: sEH inhibitor	cytoskel mod	Smad3 inh	ERb coact inh	sEH activator	TNFa cytotox	Calb biofilm kill	VCAM1 TNFa inh	HUVEC tox IL1B
Cc1cccc(C2Nc3ccccc3C(=O)N2c2ccccc2)n1 (stereo unspecified)
→ nt	-12	12	-9	nt	-14	4	-9	-25
N#Cc1ccc(-c2ccc(F)cc2)nc1Oc1ccc(Cl)c(Cl)c1
→ -12	-11	nt	nt	13	-1	nt	-1	-3
CC(C(=O)O)N1C(=O)CSC1=S (stereo unspecified)
→ 9	58	5	3	-9	-29	0	2	-3
CCCS(=O)(=O)N1CCC(C(=O)NCCN2CCCC2)CC1
→ 4	0	7	81*[fluorescence artefact?]	-4	-32	8	5	25
Cc1ccc(C)c2[nH]c(=O)c(CCNS(=O)(=O)c3ccccc3)cc12
→ 14	-3	-5	-3	-15	-20	11	2	1
CCC(c1nnnn1C(C)C)N1CCN(C2CCCC2)CC1 (stereo unspecified)
→ nt	0	-3	-4	nt	-8	6	16	-16
CC(C)n1nnnc1SCC(=O)NCCc1ccccc1
→ -5	1	3	2	7	-14	8	19	3
NC(=O)N1CC(O)CC1C(=O)Nc1ccc(Cl)c(Cl)c1 (stereo unspecified)
→ -2	-4	0	-1[fluorescence artefact?]	0	-41	7	-7	-1
CC(CN1CCN(C)CC1)OC(=O)c1ccccc1 (stereo unspecified)
→ 1	10	-8	-14	2	7	7	16	-13
Cc1ccc(S(=O)(=O)N2CCN(c3ncnc4c3cnn4-c3ccccc3)CC2)cc1
→ -8	8	4[fluorescence artefact?]	-10	7	-16	nt	-4	6
COCCN=C1Sc2nc3c(C)cccc3cc2CN1Cc1ccco1
→ -4	-18	5	-2	3	-6	0	-17	-15
COc1cccc(-c2cc3c(=O)n(-c4ccccc4)c(=S)[nH]c3s2)c1
→ 12	27	nt	nt	-14	-30	nt	18	-72

Reformatted field by field: part of the list above
CC(CN1CCN(C)CC1)OC(=O)c1ccccc1 (stereo unspecified)
  sEH inhibitor = 1 | cytoskel mod = 10 | Smad3 inh = -8 | ERb coact inh = -14 | sEH activator = 2 | TNFa cytotox = 7 | Calb biofilm kill = 7 | VCAM1 TNFa inh = 16 | HUVEC tox IL1B = -13
Cc1ccc(S(=O)(=O)N2CCN(c3ncnc4c3cnn4-c3ccccc3)CC2)cc1
  sEH inhibitor = -8 | cytoskel mod = 8 | Smad3 inh = 4[fluorescence artefact?] | ERb coact inh = -10 | sEH activator = 7 | TNFa cytotox = -16 | Calb biofilm kill = nt | VCAM1 TNFa inh = -4 | HUVEC tox IL1B = 6
COCCN=C1Sc2nc3c(C)cccc3cc2CN1Cc1ccco1
  sEH inhibitor = -4 | cytoskel mod = -18 | Smad3 inh = 5 | ERb coact inh = -2 | sEH activator = 3 | TNFa cytotox = -6 | Calb biofilm kill = 0 | VCAM1 TNFa inh = -17 | HUVEC tox IL1B = -15
COc1cccc(-c2cc3c(=O)n(-c4ccccc4)c(=S)[nH]c3s2)c1
  sEH inhibitor = 12 | cytoskel mod = 27 | Smad3 inh = nt | ERb coact inh = nt | sEH activator = -14 | TNFa cytotox = -30 | Calb biofilm kill = nt | VCAM1 TNFa inh = 18 | HUVEC tox IL1B = -72

A few values from above:
CC(=O)c1cccc(S(=O)(=O)N2CCN(c3nc4cc(C)cc(C)c4cc3C#N)CC2)c1 in TNFa cytotox → 2
Cc1ccc(S(=O)(=O)N2CCN(c3ncnc4c3cnn4-c3ccccc3)CC2)cc1 in cytoskel mod → 8
Cc1cccc(C2Nc3ccccc3C(=O)N2c2ccccc2)n1 (stereo unspecified) in VCAM1 TNFa inh → -9
COc1ccc2nc(SCC(=O)N3CCCCCC3)c(C#N)cc2c1 in cytoskel mod → 6
c1ccc2c(N3CCCCC3)nc(N3CCCCC3)nc2c1 in HUVEC tox IL1B → -40
CCOC(=O)C(C)Oc1ccc2c(C)cc(=O)oc2c1C(C)=O (stereo unspecified) in TNFa cytotox → -15

This is a subset; rates above refer to the full screens.
